High-throughput results deposited in PubChem by several laboratories.
VIM-2 inhibitor: blocks Pseudomonas aeruginosa VIM-2 metallo-beta-lactamase | inhibition, % at 5.6 µM | 0.89% of 290,000 active | purified VIM-2, nitrocefin hydrolysis, epi-absorbance fluorescence | AID 1527;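 active = inhibition above the mean of all tested compounds plus 3 SD, cutoff set per screening run, cut at about 7.5% in these data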;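 note: red hydrolysis product quenches plate fluorescence so inhibitors raise well fluorescence; 0% = enzyme with DMSO and 100% = DMSO without enzyme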
IDE cell activ: IDE (human) activation, cell-based. activation, % at 5.96 µM. AID 493087. 0.073% of 340,000 active. HEK cells, FAbeta-B cleavage, fluorescence polarization; 0% vehicle, 100% cell-free pure enzyme wells;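 active = activation above the mean of all tested compounds plus 3 SD, set per screening campaign, cut at about 17% in these data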
Target sequence (P14735 whole entry, looked up): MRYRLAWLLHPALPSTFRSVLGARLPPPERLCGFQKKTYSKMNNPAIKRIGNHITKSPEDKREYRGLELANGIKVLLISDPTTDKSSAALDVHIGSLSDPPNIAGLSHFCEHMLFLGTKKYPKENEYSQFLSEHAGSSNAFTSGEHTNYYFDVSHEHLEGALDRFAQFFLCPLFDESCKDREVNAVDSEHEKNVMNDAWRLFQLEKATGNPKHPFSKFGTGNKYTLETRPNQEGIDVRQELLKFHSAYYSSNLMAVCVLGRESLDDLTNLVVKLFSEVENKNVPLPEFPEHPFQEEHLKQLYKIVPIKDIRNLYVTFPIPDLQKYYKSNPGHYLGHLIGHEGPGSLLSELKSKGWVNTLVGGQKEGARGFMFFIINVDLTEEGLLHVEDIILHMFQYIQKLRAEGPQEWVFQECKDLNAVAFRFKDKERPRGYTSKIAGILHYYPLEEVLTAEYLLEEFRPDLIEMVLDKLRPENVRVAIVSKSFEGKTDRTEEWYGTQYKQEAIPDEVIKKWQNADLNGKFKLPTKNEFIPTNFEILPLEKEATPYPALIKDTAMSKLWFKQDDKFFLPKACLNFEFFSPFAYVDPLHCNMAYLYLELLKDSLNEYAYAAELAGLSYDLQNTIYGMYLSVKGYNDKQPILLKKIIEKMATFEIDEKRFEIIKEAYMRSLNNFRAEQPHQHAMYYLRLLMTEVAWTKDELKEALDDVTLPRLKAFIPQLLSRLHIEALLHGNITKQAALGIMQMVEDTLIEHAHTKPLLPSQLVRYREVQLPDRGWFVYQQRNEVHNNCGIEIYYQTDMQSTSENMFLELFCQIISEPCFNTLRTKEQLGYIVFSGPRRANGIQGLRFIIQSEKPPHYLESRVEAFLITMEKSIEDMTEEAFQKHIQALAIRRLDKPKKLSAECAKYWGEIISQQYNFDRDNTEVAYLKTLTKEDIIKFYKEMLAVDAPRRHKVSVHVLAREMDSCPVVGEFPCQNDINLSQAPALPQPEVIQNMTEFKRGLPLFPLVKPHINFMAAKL
HCV NS3 hel inh: HCV NS3 helicase inhibition | AID 1800 | NS3 helicase DNA unwinding, Cy5 molecular beacon fluorescence | 0.56% of 290,000 active | inhibition, % at 10.9 µM;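 active = inhibition above the mean of all tested compounds plus 3 SD, set per campaign, cut at about 35% in these data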;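 note: 0% = DMSO wells and 100% = thioflavine S control wells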
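Assay system: hepatitis C virus NS3 helicase domain fragment enzyme. Also added: annealed dual-labelled DNA beacon duplex, ATP-started. Timing: 1 h reaction at 25 °C, ATP-initiated. Technique: Cy5 fluorescence at 0 and 60 min, beacon hairpin quenching. Evaluation: % inhibition of unwinding. Replication: one well per compound.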
DNA FID counter: fluorescent intercalator displacement, NS3 helicase counter-screen; 0.17% of 290,000 active; inhibition, % at 7.9 µM; AID 1845; DNA fluorescent intercalator displacement, fluorescence; in the data active = inhibition above about 37%;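 note: 0% = vehicle and 100% = reference compound; higher means more ethidium bromide displaced from hairpin DNA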
UBC9 SUMO inh: blocks human SUMOylation mediated by UBC9 | P63279 | 0.36% of 290,000 active | AID 2006 | inhibition, % at 35 µM | HTRF SUMOylation assay, SAE1/SAE2 + UBC9, in vitro; in the data active = inhibition above about 50%, passing the limit was not always enough; note: strong numbers were not always called active
pCIP destab: lowers stability of the mouse p/CIP coactivator protein; F442A p/CIP-EGFP cells, EGFP fluorescence, 16 h; AID 1984; 0.01% of 290,000 active; decrease of EGFP signal, % at 10 µM; Q05BA5;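 active = EGFP signal decrease of at least 30% at 10 µM or well 3 SD below plate mean, unless failing retest; inactive = the rest, including hits failing retest or dose response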; note: some compounds called inactive have numbers as strong as hits; many of its hits are not listed in these tables
PHOSPHO1 block: inhibitors of human PHOSPHO1 phosphatase; Q8TCT1; recombinant PHOSPHO1, absorbance phosphatase assay; inhibition, % at 13.3 µM; 1.1% of 290,000 active; in the data active = inhibition above about 60%
MEKK3 PB1 HTS: MEKK3-MEK5 PB1 interaction, increase or decrease; Q99759; bead-based flow cytometry, Alexa488-MEK5 binding to MEKK3; actives lie on both sides; 0 = blocked by unlabeled MEK5, 100 = vehicle; binding response (% of control), % at 10 µM; 1.4% of 290,000 active;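 active = binding response more than 3 SD above or below the average of its plate-row segment, actives on both sides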;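 note: Alexa488 bead fluorescence after subtracting the streptavidin-only scavenger bead signal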
IMP-1 inhibitor: inhibitors of Pseudomonas aeruginosa IMP-1 metallo-beta-lactamase. purified IMP-1, nitrocefin hydrolysis, epi-absorbance fluorescence. inhibition, % at 5.6 µM. 0.45% of 290,000 active. AID 1556;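 active = inhibition above the mean plus 3 SD of all compounds in the same screening run, cut at about 4.5% in these data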;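 note: 0% = IMP-1 with DMSO and 100% = DMSO wells lacking enzyme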
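System: purified IMP-1; amount: IMP-1 0.2 nM before substrate addition; compound: single dose, 5.6 µM; times: 25 °C, 15 min preincubation, 25 min reaction; signal: Epi-absorbance via hydrolysed-nitrocefin quenching of white-plate fluorescence, 480/530 nm, EDTA stop; benchmarks: DMSO with and without IMP-1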
Active calls of the source: *; x = not tested or not shown. Some of the compounds tested, so the mix of outcomes need not match the whole.

SMILES	VIM-2 inhibitor	IDE cell activ	HCV NS3 hel inh	DNA FID counter	UBC9 SUMO inh	pCIP destab	PHOSPHO1 block	MEKK3 PB1 HTS	IMP-1 inhibitor
Cc1ccc(NC(=S)N2CCC(NC(=O)c3ccc(F)cc3)CC2)cc1C	-5.2	-4	0	-20	-9	-21	12	99	-2.6
Cc1cc(C)nc(Nc2cc([N+](=O)[O-])ccc2C)n1	-2.2	-5	2	-1	16	-4	34	105	-1.2
NNC(=O)C1c2ccccc2Oc2ccccc21	-2.6	0	3	-11	-5	-4	x	105	-1.0
Cc1ccc(S(=O)(=O)c2cc3ccccc3oc2=Nc2ccc3c(c2)OCO3)cc1	-1.8	4	0	1	-15	-5	24	103	-2.0
CN(C)/C=C/C(=O)c1ccc(Cl)cc1	-3.3	4	4	-1	-11	-2	20	99	-2.3
O=C1/C(=C/c2ccc(Cl)cc2)SC(=S)N1CCC(=O)N1CCCCC1CCO (configuration not stated)	-4.1	-1	-13	-39	13	4	-1	103	-0.8
COc1cc(C2C(C#N)=C(N)Oc3cc(N(C)C)ccc32)cc2c1OCO2 (configuration not stated)	-1.8	-20	10	-4	-16	-98	11	108	-1.5
O=C(Nc1cc(F)ccc1F)C1CCCN1S(=O)(=O)c1cccc2nsnc12 (configuration not stated)	-1.0	9	7	-7	6	-6	48	99	-4.4
O=C(Nc1cccnc1)c1c(F)c(F)c(F)c(F)c1F	-2.6	2	-2	-4	-16	-1	22	101	-3.1
CC(=O)c1ccc(Oc2cc(C)nc(N3CCOCC3)n2)cc1	0.9	7	1	-7	3	-4	2	95	-0.8
COc1cc(/C=C(\NC(=O)c2cc(OC)c(OC)c(OC)c2)C(=O)NC(C(=O)O)c2ccccc2)cc(OC)c1OC (configuration not stated)	-2.4	1	27	-52	21	0	28	104	0.1
CN1CCN(C(=O)C2=C[C@@H](c3csc4ccccc34)C[C@@H](OCCCCO)O2)CC1	-4.2	-3	-6	4	4	-8	20	96	-2.1
Cc1ccc([N+](=O)[O-])cc1NC(=S)NC(=O)c1c(Cl)cnn1C	-0.3	4	3	5	8	5	x	98	1.6
O=C(CCn1c2c(c3ccccc31)CCCC2)NNC(=O)c1ccc([N+](=O)[O-])cc1	-3.6	-7	7	6	4	-8	-1	98	-3.3
CC1(C)C(=O)OC(C(=O)c2ccccc2)C2(CCCCC2)C1=O (configuration not stated)	-1.2	0	-14	-13	-8	-20	-5	105	-1.4
CCc1ccc(CN2CCC(CO)(CC3CCCCO3)CC2)o1 (configuration not stated)	-4.3	-4	-4	8	-16	-4	56	92	-3.5
CC1CCN(C(=S)c2cn(Cc3ccccc3F)c3ccccc23)CC1	-6.0	6	-2	-3	0	-7	11	105	0.1
COc1ccc(CN(Cc2ccccn2)S(=O)(=O)c2ccc(-n3cnnn3)cc2)cc1	-0.5	6	-4	-22	12	-4	-3	102	-1.4
COc1ccccc1CN1C[C@@H]2C[C@@H](c3ccc4nsnc4c3)N3CCC[C@@]23C1=O	-3.2	-4	-6	-28	5	4	5	99	-2.5
CC(=O)Nc1ccc(CCc2nc3ccccc3[nH]2)cc1	-1.5	2	6	-2	11	-7	8	104	-2.5
COc1ccc(C(=O)NCc2nnc(SCC(=O)Nc3nnc(C)s3)o2)cc1OC	-3.1	6	-9	-10	-6	2	-63	108	-2.0
CCCCc1cc(=O)oc2cc(OCC(=O)NCC3CCC(C(=O)O)CC3)ccc12 (configuration not stated)	-3.6	-6	-18	-44	6	-3	-12	97	-4.2
O=C(CN1CCC(O)(c2ccccc2)CC1)Nc1ccc2c(c1)OCCO2	-3.1	0	-12	1	10	-15	21	108	-3.1
CCCNC(=O)c1cc2cc([N+](=O)[O-])ccc2s1	-2.5	7	1	0	16	-27	34	97	-2.2
COc1ccc(C(=O)O)cc1NC(=S)NC(=O)CSc1ccc(Cl)cc1	-4.2	-4	13	-18	5	6	23	103	-3.5

More entries:
SMILES	VIM-2 inhibitor	IDE cell activ	HCV NS3 hel inh	DNA FID counter	UBC9 SUMO inh	pCIP destab	PHOSPHO1 block	MEKK3 PB1 HTS	IMP-1 inhibitor
O=[N+]([O-])c1ccc(NC(=S)N2CCN(c3ccc(F)cc3)CC2)cc1	-0.7	3	-4	6	-20	-2	-104	x	-3.1
CCOc1ccc2[nH]cc(C(=O)O)c(=O)c2c1	-3.0	4	1	1	3	10	11	98	-3.7
O=C(NCC1CCCO1)c1nn2c(C(F)(F)F)cc(-c3cccs3)nc2c1Cl (configuration not stated)	3.5	4	4	-12	11	-18	7	101	-1.0
Cc1cc(=O)n(Cc2ccccc2)c2ccccc12	-3.0	2	-12	-10	-18	13	x	102	-2.3
COc1ccccc1CNC(=O)COC(=O)c1cc(C)oc1C	-3.2	0	2	-12	-12	2	-4	102	-1.6
COc1ccccc1N1C(=O)CC(N2CCN(c3ccc(F)cc3)CC2)C1=O (configuration not stated)	-1.8	-2	1	-9	11	5	-3	97	-4.5
CN(CCOc1ccccc1)CC(=O)Nc1cccc(C#N)c1	-0.8	5	0	-6	8	-7	35	98	-0.5
COc1cc(C(=O)Nc2sc(C(=O)N3CCOCC3)c(C)c2C#N)cc(OC)c1OC	-2.4	3	2	-4	9	-6	3	x	-4.4
CSCCC1NC(=O)N(CC(=O)N2N=C(c3ccc(Cl)cc3)CC2c2ccco2)C1=O (configuration not stated)	0.5	1	-3	-15	3	1	49	x	-2.2
COc1ccc2[nH]c3c(=O)n(CCN4CCOCC4)cnc3c2c1	-0.5	1	0	-2	25	1	20	91	-0.9
CCOc1cc(-c2c(C)c(C)nc(N)c2C#N)ccc1O	2.7	-4	-3	-6	-13	-8	-13	107	-4.7
CCn1cc(C(=O)NC(C)CCc2ccccc2)c(=O)c2cc(S(=O)(=O)N(C)C)ccc21 (configuration not stated)	-0.3	-4	-23	-13	-16	0	16	100	-1.7
Cc1ccc(N2CC(C(=O)Nc3c4c(nn3C(C)(C)C)CS(=O)(=O)C4)CC2=O)cc1C (configuration not stated)	-4.1	0	-1	-16	10	-3	6	99	-1.0
CC(=O)N1c2ccc(S(=O)(=O)NCC3CCC(C(=O)NCc4ccc(C)o4)CC3)cc2CC1C (configuration not stated)	-0.2	2	8	-60	-8	2	12	97	-3.3
CCCC(C(=O)NC1CCCC1)N(Cc1ccccc1Cl)C(=O)c1snc(C(N)=O)c1N (configuration not stated)	-2.0	1	-4	-31	-10	-9	28	102	-2.6
Cc1c(CCC(=O)O)c(=O)oc2c(C)c(OCc3cc4c(cc3Cl)OCO4)ccc12	0.6	0	23	-17	12	-2	42	96	0.3
CC(C)OC(=O)CSc1nc(N)c(C#N)c(-c2ccco2)c1C#N	2.4	-3	26	0	1	-5	16	103	0.1
O=C(CN(C1CCCCC1)S(=O)(=O)c1ccc(Cl)cc1)NCc1cccnc1	-3.3	1	-3	-22	3	-9	-14	96	-2.1
CN(C)CCCN=Cc1c(-c2ccccc2)[nH]n(-c2nc3ccccc3s2)c1=O	-1.5	7	6	-39	34	-1	28	125	-3.1
CC#CCCCC(=O)Nc1cc(OC)nc(OC)n1	-2.6	5	1	-10	17	-2	34	100	-2.1
Cc1ccccc1S(=O)(=O)Cc1ccc(C(=O)N(C)C2CCCCC2)o1	-1.9	-2	12	-49	1	-1	33	101	-1.5
Cc1cc(C)c2c(=O)n(CC(=O)NC3CCCC3)sc2n1	-0.8	-50	4	-2	18	-6	-74	107	-3.8
O=C(Nc1ccccc1C(=O)NCCCN1CCOCC1)c1ccc(F)cc1F	0.3	-1	3	5	-6	1	29	92	-1.3
COc1cc(-c2nnc3n2CCCCC3)cc(OC)c1OC	0.2	-3	-7	-5	2	-6	-6	107	-0.8
O=C(c1ccc(F)cc1F)N(Cc1ccccn1)Cc1ccco1	-2.6	-5	-1	-6	14	-16	-16	103	-0.3

(listing goes on)
SMILES	VIM-2 inhibitor	IDE cell activ	HCV NS3 hel inh	DNA FID counter	UBC9 SUMO inh	pCIP destab	PHOSPHO1 block	MEKK3 PB1 HTS	IMP-1 inhibitor
O=C1SC(c2ccccc2)=N/C1=C/c1ccco1	-0.4	0	12	-4	32	-11	73*	99	1.9
CC(=O)c1ccc(NC(=O)CO/N=C(\C)c2cccs2)cc1	-1.4	-2	-7	-10	19	-24	5	101	-2.0
CCCN(CC(=O)Nc1ccc(Cl)cc1Cl)C(=O)c1ccc(=O)[nH]c1	-1.1	1	-5	-9	9	7	43	102	-1.0
Nc1nc(-c2ccccc2)c(-c2ccccc2)s1	-3.9	-3	2	-1	18	7	8	105	-3.2
Cc1ccc(S(=O)(=O)NC(C)(C)CSc2nnc(N)s2)cc1	-1.4	5	6	-4	-7	7	28	105	-4.9
CC(CN1CCCCC1)NC(=O)c1cccs1 (configuration not stated)	-2.2	1	6	-3	8	-2	30	106	-2.3
O=C(NNS(=O)(=O)c1ccccc1)c1cccs1	-1.8	3	10	0	13	-4	-10	104	-2.9

Already shown: 13 of the compounds above.
SMILES	VIM-2 inhibitor	IDE cell activ	HCV NS3 hel inh	DNA FID counter	UBC9 SUMO inh	pCIP destab	PHOSPHO1 block	MEKK3 PB1 HTS	IMP-1 inhibitor
CN(C)CCCN=Cc1c(-c2ccccc2)[nH]n(-c2nc3ccccc3s2)c1=O	-1.5	7	6	-39	34	-1	28	125	-3.1
CC#CCCCC(=O)Nc1cc(OC)nc(OC)n1	-2.6	5	1	-10	17	-2	34	100	-2.1
Cc1ccccc1S(=O)(=O)Cc1ccc(C(=O)N(C)C2CCCCC2)o1	-1.9	-2	12	-49	1	-1	33	101	-1.5
Cc1cc(C)c2c(=O)n(CC(=O)NC3CCCC3)sc2n1	-0.8	-50	4	-2	18	-6	-74	107	-3.8
O=C(Nc1ccccc1C(=O)NCCCN1CCOCC1)c1ccc(F)cc1F	0.3	-1	3	5	-6	1	29	92	-1.3
COc1cc(-c2nnc3n2CCCCC3)cc(OC)c1OC	0.2	-3	-7	-5	2	-6	-6	107	-0.8
O=C(c1ccc(F)cc1F)N(Cc1ccccn1)Cc1ccco1	-2.6	-5	-1	-6	14	-16	-16	103	-0.3
O=C1SC(c2ccccc2)=N/C1=C/c1ccco1	-0.4	0	12	-4	32	-11	73*	99	1.9
CC(=O)c1ccc(NC(=O)CO/N=C(\C)c2cccs2)cc1	-1.4	-2	-7	-10	19	-24	5	101	-2.0
CCCN(CC(=O)Nc1ccc(Cl)cc1Cl)C(=O)c1ccc(=O)[nH]c1	-1.1	1	-5	-9	9	7	43	102	-1.0
Nc1nc(-c2ccccc2)c(-c2ccccc2)s1	-3.9	-3	2	-1	18	7	8	105	-3.2
Cc1ccc(S(=O)(=O)NC(C)(C)CSc2nnc(N)s2)cc1	-1.4	5	6	-4	-7	7	28	105	-4.9
CC(CN1CCCCC1)NC(=O)c1cccs1 (configuration not stated)	-2.2	1	6	-3	8	-2	30	106	-2.3
